Compound activity from PubChem.
RNase H inhibition = RNase H inhibition, HIV 1 Gag Pol polyprotein, FRET biochemical assay, screening (AID 372) | 100,000 tested, 0.77% active | HIV-1 RT RNase H, FRET RNA/DNA substrate fluorescence; higher % means a stronger effect | inhibition, % at 10 µM; hits with a dose series show IC50 in µM; in the data active means inhibition above about 50%
* marks the source's active call; other numbers are inactive results; & = joins results of further samples.

SMILES	RNase H inhibition
N#C/C(=C/c1cn(-c2ccccc2)nc1-c1ccc(Cl)cc1)C(N)=O	4.0%
COc1ccc(C(=O)Nc2cc(Cl)ccc2C)cc1[N+](=O)[O-]	8.0%
COc1ccc2ccccc2c1/C=N/NC(=O)c1cccc(Br)c1	0.0%
COc1ccc(OC)c(NCC(O)Cn2c3ccccc3c3ccccc32)c1 (stereo not drawn)	40.0%
Cc1ccc(NC(=O)CC(C)(C)C)cc1C	0.0%
Cc1cccc(C(=O)Nc2ccc(N)cc2)c1	5.0%
COc1ccc(CN(C)CCc2ccccn2)cc1OCc1ccccc1	18.0%
CCOC(=O)C1=C(C)N=c2s/c(=C\c3ccc(N(C)C)cc3)c(=O)n2C1c1ccc(O)cc1 (stereo not drawn)	14.0%
C=CCn1c(-c2ccccc2)c(NC(=O)c2ccco2)sc1=Nc1ccccc1Cl	9.0%
Cc1ccc(C(=O)COC(=O)C(Cc2ccccc2)N2C(=O)C3C4C=CC(C5CC45)C3C2=O)cc1C (stereo not drawn)	8.0%
Cc1ccc(OCC(=O)NNC(=O)CC#N)c(C)c1	5.0%
COc1ccc(COC(=O)C2=C(C)NC(=O)CC2c2c(F)cccc2Cl)cc1 (stereo not drawn)	17.0%

Rewritten as labelled records: part of the list above
Structure: Cc1ccc(NC(=O)CC(C)(C)C)cc1C
  RNase H inhibition = 0.0%
Structure: Cc1cccc(C(=O)Nc2ccc(N)cc2)c1
  RNase H inhibition = 5.0%
Structure: COc1ccc(CN(C)CCc2ccccn2)cc1OCc1ccccc1
  RNase H inhibition = 18.0%

Following part:
SMILES	RNase H inhibition
Cc1ccc(-c2nc3cccnc3o2)cc1NC(=O)COc1ccc2ccccc2c1	14.0%
CC(=O)C1=C(O)C(=O)N(CC2CCCO2)C1c1ccc(Br)cc1 (stereo not drawn)	0.0%
COc1cc(/C=C2\C(=O)NC(=O)N(c3ccc(C)cc3)C2=O)cc(Cl)c1OCC(=O)O	11.0%
COC(=O)c1c(N=CN(C)C)c(C#N)c(C)n1-c1ccccc1	2.0%
C=CCc1cccc2cc(C(=O)Nc3cccc4c3C(=O)c3ccccc3C4=O)c(=O)oc12	4.0%
O=C(O)COc1ccc(/C=C2\C(=O)NC(=O)N(c3ccccc3)C2=O)cc1Cl	7.0%
COc1cccc(N(CC(=O)Nc2ccc(I)cc2)S(=O)(=O)c2ccccc2)c1	7.0%
O=C1C=CC(=O)C(/C(=C/NCc2ccccc2)[N+](=O)[O-])=C1	33.0%
CC(=O)c1ccc(N=Cc2ccc(N3Cc4ccccc4C3)cc2)cc1	12.0%
Cc1ccccc1OCC(=O)Nc1nc(-c2ccc(Br)cc2)cs1	13.0%
CCOc1ccc(NC(=S)NC2CCCC2)cc1	8.0%
N#C/C(C(=O)c1ccccc1)=C1/CCCCCN1	3.0%
COc1ccc(N(CC(=O)NCCSc2ccccc2)S(C)(=O)=O)cc1	5.0%
CN(C)c1ccc(C=NC2=NN(c3ccccc3)CC2)cc1	0.0%
Cc1ccc(-c2nnc(SCc3nc4ccccc4[nH]3)n2-c2ccc(C)cc2)cc1	8.0%
CC1=C(c2ccccc2)Oc2ccccc2/C1=C/C(=Nc1ccccc1)c1ccccc1	5.0%
CCOc1ccc(C2C(C(=O)OC)=C(C)NC3=C2C(=O)CCC3)cc1OC (stereo not drawn)	3.0%
CCOC(=O)c1c(NC(=O)c2cccs2)sc(C(=O)N2CCCCCC2)c1C	10.0%
Cc1cc([N+](=O)[O-])ccc1NC(=S)NC(=O)Cc1ccc(Cl)cc1	38.0%
Cc1onc(-c2c(Cl)cccc2Cl)c1C(=O)Nc1ccc(N(C)C)cc1	8.0%
CCC(CC)C(=O)NCc1ccc(OC)cc1	5.0%
C=CCC1(NCc2ccco2)CCN(CC)CC1	13.0%
CC(C)=C(NC(=O)c1ccccc1)C(=O)Nc1cccc(C)c1	8.0%
O=c1/c(=C/c2ccc(-c3ccccc3[N+](=O)[O-])o2)sc2nc3cc(Br)cnc3n12	9.0%
Cc1ccc(N(Cc2ccc(C(=O)N/N=C/c3ccc(OC4CSC4)cc3)cc2)S(C)(=O)=O)cc1C	56.0%*
COc1cc(C2C(C(=O)OC3CCCCC3)=C(C)NC3=C2C(=O)CC(c2ccc(Cl)cc2)C3)cc(Br)c1O (stereo not drawn)	19.0%
O=[N+]([O-])c1cc(Br)c(O)c(/C=N/Nc2nc3ccccc3[nH]2)c1	6.0%
CCC(C)NC(=O)CN(c1ccc(F)cc1)S(=O)(=O)c1ccccc1 (stereo not drawn)	11.0%
Cc1ccc(/C=N/NC(=O)c2ccc(Cl)cc2O)o1	12.0%
c1ccc(CN2CCN(Cc3ccncc3)CC2)nc1	3.0%
CCCC(=O)Nc1ccc(NC(=O)C(C)(c2ccccc2)c2ccccc2)cc1	1.0%
COc1ccc(CNC2CCCCC2C)cc1C (stereo not drawn)	1.0%
CS(=O)(=O)NNC(=O)[C@H]1C[C@H]1c1ccccc1	0.0%
O=S(=O)(N=Nc1c(O)[nH]c2ccc(Br)cc12)c1ccc(Cl)cc1	5.0%
CN(C)c1ccc(/C=C2\C(=O)NC(=S)N(c3ccc(Cl)c(Cl)c3)C2=O)cc1	21.0%
Cc1ccc(CNC(=O)c2cccc([N+](=O)[O-])c2)cc1	0.0%
CCOC(=O)c1cc(C2CC2)nc2ccccc12	0.0%
CCN(CC)c1ccc2cc(-c3nnc(NCc4ccc(F)cc4)s3)c(=O)oc2c1	0.0%
COc1ccc(C=NCC(O)c2ccccc2)cc1 (stereo not drawn)	3.0%
O=C(Cc1ccccc1)Nc1c(F)c(F)c(F)c(F)c1F	4.0%
CCOc1cc(C2Nc3ccccc3C(=O)N2Cc2ccco2)ccc1O (stereo not drawn)	9.0%
O=C(CSC1=NC(=O)C(Cc2ccccc2)C(=O)N1)Nc1cccc2ccccc12 (stereo not drawn)	7.0%
O=C(CC1Sc2ccc(C(F)(F)F)cc2NC1=O)Nc1cccc(Cl)c1 (stereo not drawn)	6.0%
O=c1cc(-c2ccc(Cl)cc2)cc(-c2ccccc2)[nH]1	8.0%
O=[N+]([O-])c1ccc(-c2nc(-c3ccccc3)c(-c3cccs3)[nH]2)cc1	21.0%
O=C(/C=C/c1cccc([N+](=O)[O-])c1)Nc1ccc(F)c(Cl)c1	17.0%
CN1C(=O)S/C(=C\c2cn(Cc3ccc(Cl)cc3)c3ccccc23)C1=O	15.0%
O=C(O)c1ccc(Cl)c(-c2ccc(C=C3C(=O)c4ccccc4C3=O)o2)c1	15.0%
CN1C(=O)NC(=O)/C(=C\c2ccc(Cl)cc2)C1=O	4.0%
CSc1ccc(S(=O)(=O)N(CC(=O)Nc2ccccc2C)c2ccc(C)cc2)cc1	22.0%
CC(=O)OC1CCC2(C)C(=CCC3C2CCC2(C)C(C(=O)O)CCC32)C1 (stereo not drawn)	7.0%
Cc1ccc(S(=O)(=O)NC(=O)Nc2ccccc2F)cc1	5.0%
c1ccc2cc(OCCCCCCn3ccnc3)ccc2c1	15.0%
O=C1C=CC(=O)C(c2cccc(Cl)c2)=C1	2.3µM*
O=C(NCCC1=CCCCC1)c1ccc(C(=O)NCCC2=CCCCC2)cc1	12.0%
Oc1c(C=Nc2cccc3nsnc23)ccc2ccccc12	14.0%
COC(=O)C1=NN(C(=O)c2ccc(Br)cc2)C(O)(C(C)(C)C)C1 (stereo not drawn)	0.0%
COc1ccc2c(C)cc(=S)[nH]c2c1	10.0%&5.0%
C=CCN1C(=O)/C(=C\c2c(O)c(OCC)cc(Br)c2Br)SC1=S	0.0%
COc1ccc(N2C(=O)CC(N3CCC(C(=O)O)CC3)C2=O)cc1 (stereo not drawn)	4.0%

Part of the list above, with each value named:
SMILES: O=C(NCCC1=CCCCC1)c1ccc(C(=O)NCCC2=CCCCC2)cc1
  RNase H inhibition: 12.0%
SMILES: O=C1C=CC(=O)C(c2cccc(Cl)c2)=C1
  RNase H inhibition: 2.3µM*

(more compounds)
SMILES	RNase H inhibition
Cc1nc(N(CCC(N)=O)CCC(N)=O)sc1C	2.0%
COc1ccc(/C(C)=N/NC(=O)CN(c2ccc(C)cc2)S(=O)(=O)c2ccccc2)cc1OC	11.0%
O=c1[nH]c(-c2cccc(O)c2)nc2sc3c(c12)CCCC3	22.0%
N/C(=N\OC(=O)c1ccc(I)cc1)c1ccc([N+](=O)[O-])cc1	22.0%
O=C(O)CCCCCN1C(=O)C(O)=C(C(=O)/C=C/c2ccccc2)C1c1ccc([N+](=O)[O-])cc1 (stereo not drawn)	14.0%
C#CCOc1ccc(C=C2C(=O)NC(=O)NC2=O)cc1OCC	5.0%
O=C(NCCc1ccccc1Cl)C(=O)NCc1ccccc1	19.0%
CCCCCOC(=O)Nc1ccc(S(=O)(=O)Nc2ccc([N+](=O)[O-])cc2)cc1	7.0%
NC(=O)c1ccc(N=Cc2ccc(OCc3ccccc3)cc2)cc1	6.0%
O/N=C/c1cn(-c2ccccc2)nc1-c1ccc(-c2ccccc2)cc1	15.0%
COc1ccc(/C=C2/C=C(c3ccc(C)cc3)OC2=O)cc1OC	10.0%
Cc1ccc(-c2nn(CN3CC(C)OC(C)C3)c(=S)o2)cc1 (stereo not drawn)	0.0%
CC(=O)CCc1oc2ccc(C)cc2c1-c1ccc(Br)cc1	17.0%
Cc1ccc(C(C)(C)C)c(OCC(=O)Nc2ccccc2F)c1	14.0%
O=C(Nc1ccc(S(=O)(=O)NC(=O)C2CCCCC2)cc1)c1ccccc1Cl	0.0%
O=C(COc1ccc(Cl)cc1)Nc1nc(-c2ccc(Cl)cc2)cs1	3.0%
Oc1cccc(C=Nc2ccc(Cl)cc2)c1O	10.0%
O=C(Nc1cccc2ccccc12)C(F)(F)F	0.0%
Cc1ccc(S(=O)(=O)N/N=C/c2cccnc2)cc1	12.0%
COC(=O)c1c(NC(=O)COc2ccccc2OC)sc2c1CCC2	17.0%
O=C(Nc1ccc(O)c(-c2nc3ccccc3s2)c1)c1cc2ccccc2o1	16.0%
CCOC(=O)C1=C(C)N=c2s/c(=C\c3ccc(-c4ccc(C(=O)O)cc4)o3)c(=O)n2C1c1ccc(Cl)cc1 (stereo not drawn)	30.0%
CSc1ccccc1N=Cc1cc(Br)cc(Br)c1O	5.0%
COc1ccc(N2C(=O)/C(=C\c3ccc(O)c([N+](=O)[O-])c3)SC2=S)cc1	21.0%
CC(=O)Oc1ccc2occ(C(=O)c3ccc(C)cc3)c2c1	5.0%
Cc1cc(/C=C2/SC(N)=NC2=O)c(C)n1-c1ccc(Sc2ccc([N+](=O)[O-])cc2)cc1	7.0%
CC(=O)c1ccc(NC(=O)c2ccc([N+](=O)[O-])c(C)c2)cc1	3.0%
CCc1ccc(N2C(=O)/C(=C/c3ccc(I)o3)C(=O)NC2=S)cc1	97.0%*
COc1cc(F)ccc1S(=O)(=O)n1cnc2cc([N+](=O)[O-])ccc21	32.0%
CC(=O)N1CCN(c2ccc(NC(=O)c3cccc(Br)c3)cc2)CC1	20.0%
CC(C)C(=O)O/N=C(\N)c1ccncc1	0.0%
Cc1cccc(NC(=O)COc2ccc(Cl)cc2Cl)c1C	21.0%
CC(C)Oc1nnc(-c2ccccc2)c2ccccc12	9.0%
O=S(=O)(c1ccc(Br)cc1)N1CCN(c2ccccc2Cl)CC1	12.0%
Cc1cc2c(cc1Br)NC(=O)C2=O	27.0%
CCOC(=O)c1ccc(N2NC(=O)/C(=C/c3ccc(Cl)c([N+](=O)[O-])c3)C2=O)cc1	15.0%

Exported field by field: 3 of the compounds above.
> Cc1cc(/C=C2/SC(N)=NC2=O)c(C)n1-c1ccc(Sc2ccc([N+](=O)[O-])cc2)cc1
  RNase H inhibition: 7.0%

> CC(=O)c1ccc(NC(=O)c2ccc([N+](=O)[O-])c(C)c2)cc1
  RNase H inhibition: 3.0%

> CCc1ccc(N2C(=O)/C(=C/c3ccc(I)o3)C(=O)NC2=S)cc1
  RNase H inhibition: 97.0%*

Other structures follow:
SMILES	RNase H inhibition
O=C1/C(=C/c2ccc(I)o2)SC(=S)N1c1cccc(C(F)(F)F)c1	10.0%
O=C(NN=C1CCCC1)C(O)(c1ccccc1)c1ccccc1	0.0%
O=C1/C(=C/c2ccccc2OCc2ccccc2)Sc2ccccc21	2.0%
Cc1ccc(C(=O)Nc2ccccc2C(=O)N2CCC(Cc3ccccc3)CC2)cc1	15.0%
CCOC(=O)C1=C(C)N=c2s/c(=C\c3ccc(OCc4cccc5ccccc45)c(OC)c3)c(=O)n2C1c1ccc(OC)cc1 (stereo not drawn)	14.0%
N/C(=N\OC(=O)c1cccc(F)c1)c1cccc([N+](=O)[O-])c1	10.0%
CCOC(=O)C1=C(O)/C(=C/c2ccc(OC)c(OC)c2)SC1=Nc1ccc(Cl)cc1	5.0%
COc1ccccc1OCCOc1ccccc1/C=C1/SC(=S)N(C)C1=O	33.0%
CCC12CC3CC(C1)CC(C(=O)N/N=C1/CN4CCC1CC4)(C3)C2	0.0%
O=C1C(=O)N(c2ccccc2Br)C(=O)N1c1cccc(Cl)c1	2.0%
O=C(Cc1ccccc1)Nc1ccc(-c2nnc(-c3ccco3)o2)cc1	8.0%
CC1CCCC/C1=N/NC(=O)CNc1ccc(Cl)cc1 (stereo not drawn)	7.0%
N/C(=N\OC(=O)Cc1ccc(-c2ccccc2)cc1)c1ccccn1	8.0%
O=C(Nc1nc2ccccc2s1)c1ccc(Oc2ccc([N+](=O)[O-])cc2)cc1	7.0%
Cc1ccc(NC(=O)CCC(=O)OCC(=O)c2ccc(Cl)cc2)cc1	2.0%
COc1ccc(NC(=O)C(Cc2ccccc2)N2C(=O)c3ccccc3C2=O)cc1 (stereo not drawn)	12.0%
Cc1ccc(OCC(=O)N2CCCCC2)c(Br)c1	0.0%
CCN(CC)c1nc2n(c(=O)n1)CCO2	11.0%
CCOC(=O)c1c(NC(=S)NC(=O)c2oc3ccccc3c2C)sc2c1CCCC2	18.0%
O=C1C(=O)N(c2ccccc2)C(c2ccc(Cl)cc2)/C1=C(/O)c1ccc([N+](=O)[O-])cc1 (stereo not drawn)	15.0%
O=C1OC(c2ccccc2Br)=N/C1=C\c1cccs1	8.0%
COc1cccc(OC)c1OCCOc1c(Cl)cc(Cl)cc1Cl	18.0%
COc1ccc(/C=N/NC(=O)c2cc(Cl)ccc2O)cc1[N+](=O)[O-]	6.0%
O=C(N/N=C/c1cccc2ccccc12)C(=O)Nc1cccc(Cl)c1	15.0%

Some of the compounds tested (hit frequency here may not be typical).
